All columns: NCI-60 one-dose screen, growth in % after 48 h at 10 µM unless noted; 100 = growth as untreated, 0 = no growth, -100 = all killed.
OVCAR-5 – OVCAR-5 ovarian cancer; 2.9% of 82,000 active; AID 1794783
786-0 – 786-0 renal cancer cells | 5.1% of 81,000 active | AID 1794775
IGROV1 – IGROV1 ovarian cancer; 4.7% of 79,000 active
OVCAR-4 – OVCAR-4 ovarian cancer cells; 3.7% of 80,000 active; AID 1794784
UO-31 – UO-31 renal cancer. 5.2% of 81,000 active. AID 1794768
SK-OV-3 – SK-OV-3 ovarian cancer cells. 3.2% of 80,000 active
TK-10 – TK-10 renal cancer cells | 3.9% of 81,000 active
SN12C – SN12C renal cancer cells; AID 1794767; 3.8% of 81,000 active
* marks the source's active call; other numbers are inactive results; ! = a repeat was not active; [ ] = another dose, or the depositor's remark. How the source made its calls: active means growth percent below 10; inactive means the rest.

CC(=O)c1ccc(N2CCN(c3ccc(C(C)=O)cc3)CC2)cc1 was read as OVCAR-5 99, 786-0 101, IGROV1 95, OVCAR-4 107, UO-31 80, SK-OV-3 101, TK-10 115 and SN12C 102.
`COc1ccccc1C(=O)C(O)c1ccccc1OC` (stereo not given) gave OVCAR-5 98, 786-0 98, IGROV1 107, OVCAR-4 90, UO-31 96, SK-OV-3 111, TK-10 87 and SN12C 100.
CCOC(=O)c1c(NCC(=O)Nc2cccc(Cl)c2)sc(C(C)=O)c1C was read as OVCAR-5 110, 786-0 96, IGROV1 104, OVCAR-4 105, UO-31 89, SK-OV-3 115, TK-10 107 and SN12C 111.
Screening Cc1ccc(-c2nc3cc4nc5ccccc5[nH]c4cc3n2)cc1 returned OVCAR-5 98, 786-0 94, IGROV1 102, OVCAR-4 95, UO-31 94, SK-OV-3 85, TK-10 120 and SN12C 111.
Screening C/C(=N/Nc1nc2ccccc2n1C)c1ccccn1 returned OVCAR-5 35, 786-0 9.0*, IGROV1 18, OVCAR-4 21, UO-31 -16*, SK-OV-3 -0.9*, TK-10 37 and SN12C 10.
`Cc1nn(-c2ccccc2)c(N2CCOCC2)c1-c1nc2ccc(C(=O)NN=Cc3ccc(O)cc3)cc2[nH]1` gave OVCAR-5 105, 786-0 119, IGROV1 102, OVCAR-4 110, UO-31 78, SK-OV-3 113, TK-10 143 and SN12C 99.
For COc1cc([N+](=O)[O-])ccc1C the results were OVCAR-5 101, 786-0 41, OVCAR-4 94, UO-31 80, SK-OV-3 102, TK-10 113 and SN12C 104.
For N[C@H](Cc1cc(I)c(Oc2ccc(O)c(I)c2)c(I)c1)C(=O)O the results were 786-0 99, IGROV1 101, OVCAR-4 106, UO-31 78, SK-OV-3 94, TK-10 99 and SN12C 96.
`COC(=O)c1ccccc1NC(=O)c1ccccc1` gave OVCAR-5 120, 786-0 99, IGROV1 94, OVCAR-4 93, UO-31 82, SK-OV-3 107, TK-10 114 and SN12C 95.
`CC1=C(C)C(=O)C(N2CCC(C(N)=O)CC2)=CC1=O` gave OVCAR-5 102, 786-0 112, IGROV1 112, OVCAR-4 103, UO-31 63, SK-OV-3 100, TK-10 119 and SN12C 94.
Screening CC(=O)c1cnn(-c2cc(=O)[nH]c3ccc(C)cc23)c1C returned OVCAR-5 103, 786-0 100, IGROV1 105, OVCAR-4 100, UO-31 81, SK-OV-3 105, TK-10 100 and SN12C 104.
For c1ccc(OC[C@@H]2CN(Cc3ccc4[nH]ccc4c3)CCO2)cc1 the results were OVCAR-5 101, 786-0 99, IGROV1 85, OVCAR-4 91, UO-31 76, SK-OV-3 106, TK-10 110 and SN12C 98.
S=C(Nc1ccccc1)Nc1nnc(Cc2ccc(Cl)cc2)s1 was read as OVCAR-5 102, 786-0 100, IGROV1 114, OVCAR-4 111, UO-31 86, SK-OV-3 98, TK-10 105 and SN12C 100.
For NC(=S)n1nc(N)c(N=Nc2ccc(S(=O)(=O)N=C(N)N)cc2)c1N the results were OVCAR-5 106, 786-0 104, IGROV1 100, OVCAR-4 101, UO-31 88, SK-OV-3 114, TK-10 98 and SN12C 97.
For O=C(/C=C/c1ccccc1[N+](=O)[O-])c1cc2ccccc2oc1=O the results were OVCAR-5 109, 786-0 102, IGROV1 109, OVCAR-4 117, UO-31 85, SK-OV-3 103, TK-10 102 and SN12C 107.
For CN1CCN(CCCOc2cccc3nc(Nc4cc(Cl)cc(Cl)c4)ccc23)CC1 the results were OVCAR-5 3.7*, 786-0 37, IGROV1 43, OVCAR-4 43, UO-31 -16*, SK-OV-3 90, TK-10 72 and SN12C 36.
Screening Cc1cc(S(N)(=O)=O)c(N)c(S(N)(=O)=O)c1 returned OVCAR-5 100, 786-0 101, IGROV1 111, OVCAR-4 96, UO-31 75, SK-OV-3 108, TK-10 102 and SN12C 89.
Screening C=C(C)[C@@H]1CC[C@]2(COC(=O)c3cccnc3)CC[C@]3(C)[C@H](CC[C@@H]4[C@@]5(C)CCCN(C(=O)c6cccnc6)C(C)(C)[C@@H]5CC[C@]43C)[C@@H]12 returned OVCAR-5 54, 786-0 45, IGROV1 43, OVCAR-4 38, UO-31 36, SK-OV-3 53, TK-10 52 and SN12C 38.
For COc1cc(C2CC(=O)Nc3c(-c4cccc(F)c4)nsc32)cc2c1OCO2 (stereo not given) the results were OVCAR-5 93, 786-0 88, IGROV1 89, OVCAR-4 88, UO-31 62, SK-OV-3 96, TK-10 105 and SN12C 96.
Screening Nc1ccc(-c2csc(N/N=C/c3nc4ccccc4n3C3CC3)n2)cc1 returned OVCAR-5 104, 786-0 98, IGROV1 78, OVCAR-4 81, UO-31 64, SK-OV-3 83, TK-10 120 and SN12C 90.
Screening COc1ccc2c(c1)C1=NN(C(C)=O)C(c3cc(OC)c(OC)c(OC)c3)C1C2 (stereo not given) returned OVCAR-5 90, 786-0 106, IGROV1 90, OVCAR-4 95, UO-31 94, SK-OV-3 95, TK-10 103 and SN12C 94.
Screening Clc1ccc(SCSc2nc3ccccc3s2)cc1 returned OVCAR-5 104, 786-0 99, IGROV1 101, OVCAR-4 109, UO-31 94, SK-OV-3 102, TK-10 97 and SN12C 99.
For Clc1cccc(Cl)c1C1CSc2ccccc2N=C1c1ccccc1 (stereo not given) the results were OVCAR-5 101, 786-0 91, IGROV1 92, OVCAR-4 73, UO-31 55, SK-OV-3 96, TK-10 117 and SN12C 76.
NC(=O)COc1ccc(Cl)cc1Cl was read as OVCAR-5 100, 786-0 95, IGROV1 104, OVCAR-4 95, UO-31 92, SK-OV-3 111, TK-10 92 and SN12C 105.

Copied from the entries so far for reference:
S=C(Nc1ccccc1)Nc1nnc(Cc2ccc(Cl)cc2)s1 was read as OVCAR-5 102, 786-0 100, IGROV1 114, OVCAR-4 111, UO-31 86, SK-OV-3 98, TK-10 105 and SN12C 100.
For NC(=S)n1nc(N)c(N=Nc2ccc(S(=O)(=O)N=C(N)N)cc2)c1N the results were OVCAR-5 106, 786-0 104, IGROV1 100, OVCAR-4 101, UO-31 88, SK-OV-3 114, TK-10 98 and SN12C 97.
For O=C(/C=C/c1ccccc1[N+](=O)[O-])c1cc2ccccc2oc1=O the results were OVCAR-5 109, 786-0 102, IGROV1 109, OVCAR-4 117, UO-31 85, SK-OV-3 103, TK-10 102 and SN12C 107.
For CN1CCN(CCCOc2cccc3nc(Nc4cc(Cl)cc(Cl)c4)ccc23)CC1 the results were OVCAR-5 3.7*, 786-0 37, IGROV1 43, OVCAR-4 43, UO-31 -16*, SK-OV-3 90, TK-10 72 and SN12C 36.
Screening Cc1cc(S(N)(=O)=O)c(N)c(S(N)(=O)=O)c1 returned OVCAR-5 100, 786-0 101, IGROV1 111, OVCAR-4 96, UO-31 75, SK-OV-3 108, TK-10 102 and SN12C 89.
Screening C=C(C)[C@@H]1CC[C@]2(COC(=O)c3cccnc3)CC[C@]3(C)[C@H](CC[C@@H]4[C@@]5(C)CCCN(C(=O)c6cccnc6)C(C)(C)[C@@H]5CC[C@]43C)[C@@H]12 returned OVCAR-5 54, 786-0 45, IGROV1 43, OVCAR-4 38, UO-31 36, SK-OV-3 53, TK-10 52 and SN12C 38.
For COc1cc(C2CC(=O)Nc3c(-c4cccc(F)c4)nsc32)cc2c1OCO2 (stereo not given) the results were OVCAR-5 93, 786-0 88, IGROV1 89, OVCAR-4 88, UO-31 62, SK-OV-3 96, TK-10 105 and SN12C 96.
Screening Nc1ccc(-c2csc(N/N=C/c3nc4ccccc4n3C3CC3)n2)cc1 returned OVCAR-5 104, 786-0 98, IGROV1 78, OVCAR-4 81, UO-31 64, SK-OV-3 83, TK-10 120 and SN12C 90.

The list goes on:
Screening N#Cc1cnc(Nc2nc3ccccc3s2)nc1N returned OVCAR-5 80, 786-0 100, IGROV1 84, OVCAR-4 104, UO-31 85, SK-OV-3 101, TK-10 123 and SN12C 98.
Screening COc1cc(-c2ccc3cc(OC)c(OC)c(OC)c3c2)cc(OC)c1OC returned OVCAR-5 82, 786-0 84, IGROV1 69, OVCAR-4 61, UO-31 36, SK-OV-3 77, TK-10 86 and SN12C 93.
Screening COc1cc(NCC(=O)Nc2cc(Nc3cccc(C(F)(F)F)c3)ncn2)c(Cl)c(OC)c1Cl returned OVCAR-5 98, 786-0 97, IGROV1 95, OVCAR-4 99, UO-31 64, SK-OV-3 94, TK-10 101 and SN12C 101.
`CC1(C)C2CCC(CN=C(N)CSS(=O)(=O)O)C1C2` (stereo not given) gave OVCAR-5 119, 786-0 115, IGROV1 117, UO-31 116, SK-OV-3 113, TK-10 108 and SN12C 100.
For O=NN(c1ccccc1)c1cccc2ccccc12 the results were OVCAR-5 104, 786-0 94, IGROV1 89, OVCAR-4 88, UO-31 70, SK-OV-3 87, TK-10 104 and SN12C 103.
CS(=O)(=O)c1ccc(-n2cc(/C=N/O)c(-c3ccccc3)n2)cc1 was read as OVCAR-5 99, 786-0 79, IGROV1 -26*, OVCAR-4 78, UO-31 76, SK-OV-3 109, TK-10 93 and SN12C 89.
Screening Nc1cc(F)ccc1NC(=O)c1ccc(CN2CCC/C(=C\c3ccccn3)C2=O)cc1 returned OVCAR-5 102, 786-0 105, IGROV1 93, OVCAR-4 82, UO-31 82, SK-OV-3 87, TK-10 86 and SN12C 86.
Screening COc1ccc(Oc2ccccc2NC(=O)CNC(=O)c2cccc3ccccc23)cc1 returned OVCAR-5 41[5 µM], 786-0 30[5 µM], IGROV1 33[5 µM], OVCAR-4 67[5 µM], UO-31 42[5 µM], SK-OV-3 20[5 µM], TK-10 48[5 µM] and SN12C 47[5 µM].
Screening O=C1Nc2ccc(Cl)cc2/C1=C/c1ccc(OCc2ccc(Cl)cc2)cc1 returned OVCAR-5 97, 786-0 102, IGROV1 100, OVCAR-4 101, UO-31 78, SK-OV-3 102, TK-10 119 and SN12C 100.
For CCOc1ccc(NC(=S)N/C=C(/C#N)C(N)=O)cc1 the results were OVCAR-5 105, 786-0 95, IGROV1 114, OVCAR-4 93, UO-31 107, SK-OV-3 100, TK-10 109 and SN12C 110.
Screening CCn1c(SC/C(=N/O)c2ccccc2)nnc1-c1ccncc1 returned OVCAR-5 107, 786-0 103, IGROV1 105, OVCAR-4 106, UO-31 97, SK-OV-3 116, TK-10 96 and SN12C 106.
Screening Cc1ccc(C(=O)NNC(=O)c2cccc3ccccc23)cc1 returned OVCAR-5 112, 786-0 87, IGROV1 111, OVCAR-4 105, UO-31 99, SK-OV-3 105, TK-10 95 and SN12C 103.
For Cc1c(C(=O)N[C@@H](Cc2ccccc2)C(=O)C(=O)NCc2ccccn2)[nH]c2ccccc2c1=O the results were OVCAR-5 101, 786-0 103, IGROV1 102, OVCAR-4 101, UO-31 94, SK-OV-3 103, TK-10 99 and SN12C 98.
CCCCCCCCCCCCC(NC(C)=O)(C(=O)OCC)C(=O)OCC was read as OVCAR-5 70, 786-0 43, IGROV1 115, OVCAR-4 64, UO-31 64, SK-OV-3 77, TK-10 108 and SN12C 91.
For CNC(=O)c1c(-c2ccc(F)cc2)noc1C the results were OVCAR-5 96, 786-0 102, IGROV1 106, OVCAR-4 106, UO-31 99, SK-OV-3 99, TK-10 100 and SN12C 104.
O=C1/C(=C/c2ccccc2[N+](=O)[O-])COc2ccc(O)cc21 was read as OVCAR-5 -19*, 786-0 -41*, IGROV1 -0.2*, OVCAR-4 16, UO-31 -69*, SK-OV-3 78, TK-10 27 and SN12C -17*.
For COc1ccc2c(c1)nc(N)c1c3ccccc3cn21 the results were OVCAR-5 113, 786-0 93, IGROV1 73, OVCAR-4 96, UO-31 59, SK-OV-3 86, TK-10 125 and SN12C 90.
Screening COc1cc(-c2csc(NC(=O)Nc3ccc(C)cc3)n2)cc(OC)c1OC returned OVCAR-5 87, 786-0 56, IGROV1 81, OVCAR-4 51, UO-31 52, SK-OV-3 76, TK-10 73 and SN12C 66.
`O=C1N=C(Oc2ccccc2)SC1=O` gave OVCAR-5 103, 786-0 118, IGROV1 123, OVCAR-4 92, UO-31 94, SK-OV-3 94, TK-10 75 and SN12C 107.
Screening COc1cc2c(Nc3ccc(Cl)c(Cl)c3F)ncnc2cc1OCC1C[C@@H]2CN(C)C[C@@H]2C1 (stereo not given in full) returned OVCAR-5 -90*!, 786-0 -22*, IGROV1 -9.0*, OVCAR-4 -43*!, UO-31 -67*, SK-OV-3 -14*, TK-10 -18* and SN12C -77*!.
Cc1ccc2c(c1)c(=O)n(-c1ccccc1)c1nnc(Nc3ccccc3)n21 was read as OVCAR-5 93, 786-0 96, IGROV1 99, OVCAR-4 80, UO-31 64, SK-OV-3 94, TK-10 109 and SN12C 98.
`Cc1n[nH]c(=O)[nH]c1=O` gave OVCAR-5 109, 786-0 107, OVCAR-4 98, UO-31 97, TK-10 107 and SN12C 96.
`CC(=O)NCC1=C(C)C=C2C(=O)[C@](C)(O)C3(CC3)C(C)=C21` gave OVCAR-5 -29*, 786-0 -41*, IGROV1 -39*, OVCAR-4 -53*, UO-31 -32*, SK-OV-3 -58*, TK-10 -6.9* and SN12C -75*.
Screening O=C(O)CCCCCCCCCCN1C(=O)/C(=C/c2cnc(-c3ccc(Cl)cc3)s2)SC1=S returned OVCAR-5 57, 786-0 28, IGROV1 24, OVCAR-4 67, UO-31 38, SK-OV-3 3.5*, TK-10 58 and SN12C -57*.
`Cn1ccc2c(c1=O)C(=O)c1nccc3c1c-2nc1ccccc13` gave OVCAR-5 69, 786-0 -95*, IGROV1 45, OVCAR-4 -45*, UO-31 46, SK-OV-3 92, TK-10 1.9* and SN12C 67.
`NC(=NCCCOc1ccc(F)cc1)Nc1ccc(Cl)cc1` gave OVCAR-5 54, 786-0 71, IGROV1 31, OVCAR-4 46, UO-31 49, SK-OV-3 76, TK-10 64 and SN12C 65.
`O=C(NCc1cccc(C(F)(F)F)c1)C1CSC2c3ccccc3C(=O)N12` (stereo not given) gave OVCAR-5 98, 786-0 89, IGROV1 95, OVCAR-4 106, UO-31 79, SK-OV-3 88, TK-10 118 and SN12C 98.
`Nc1cccc(C(=O)C2=Cc3cc4ccccc4n3Cc3cnnn32)c1` gave OVCAR-5 88, 786-0 99, IGROV1 69, OVCAR-4 103, UO-31 62, SK-OV-3 95, TK-10 122 and SN12C 87.

High-throughput results from PubChem.

Rows are unselected; any-hit rate near 8.7%.
